# Assay outcomes (PubChem BioAssay)
# RNase H inhibition: RNase H inhibition, HIV 1 Gag Pol polyprotein, FRET biochemical assay, screening (AID 372) | HIV-1 RT RNase H, FRET RNA/DNA substrate fluorescence; higher % means a stronger effect | inhibition, % at 10 µM; hits with a dose series show IC50 in µM | 100,000 compounds, 0.77% hits; in the data active means inhibition above about 50%
# The depositor's hits bear a star. Some of the compounds tested; count on the stated rates, not on these rows.
SMILES,RNase H inhibition
CCOc1ccccc1C=Nc1ccc(C)cc1C,1%
Cc1[nH]n(-c2ccc([N+](=O)[O-])cc2)c(=O)c1C=NCCN1CCN(C(=O)c2cccc(F)c2)CC1,7%
O=C(NNC(=O)c1cccc(Br)c1)c1ccc(F)cc1,4%
O=C(O)c1cc2c(ccc3cc(Br)ccc32)oc1=O,18%
CC1=NN(c2ccc(S(N)(=O)=O)cc2)C(=O)/C1=C\c1ccccc1OCc1ccccc1,7%
CCOC(=O)COc1nc2ccc(Cl)cc2c(-c2ccccc2)c1C(C)=O,8%
COc1cc(OC)c(C=C2C(=O)N(C)C(=O)N(C)C2=O)cc1Br,0%
Ic1ccc(OCCCCN2CCOCC2)cc1,0%
COc1ccc(OC)c(N(CC(=O)Nc2ccc(Cl)cc2C)S(=O)(=O)c2ccc(C)cc2)c1,27%
COc1ccc(NC(=S)NC(=O)c2cccc3ccccc23)c(OC)c1,6%
Cn1c(=O)c(C(=O)NC2CCCCC2)c(O)c2ccccc21,17%
COc1ccc(OC)c2c(C)cc(C)nc12,7%
C=CCc1ccccc1OCCn1cc(/C=C2/SC(=S)N(CC)C2=O)c2ccccc21,15%
Cc1ccc2cccc(OS(=O)(=O)c3cc(Cl)ccc3C)c2n1,47%
CCC1CCCCN1C(=O)c1cccs1 (stereo not drawn),1%
Cc1ccc(NC(=O)c2sc3ccccc3c2Cl)cc1NC(=O)c1ccccc1,31%
Cc1cc(Cl)ccc1NC(=O)C(=O)N/N=C/c1cccc(Br)c1,13%
Fc1ccc(NC(=S)NCCN2CCOCC2)cc1,0%
CCOC(=O)C1=C(C)NC(=O)NC1c1cc([N+](=O)[O-])ccc1OC (stereo not drawn),1%
C/C=C/C=C/C(=O)Nc1ccc(-c2nc3ccccc3o2)cc1,0%
CCCC(=O)Nc1cccc(-c2nc3ncccc3o2)c1,9%
N#CC1=C(N)Oc2c(ccc3ccccc23)C1c1ccccc1Cl (stereo not drawn),29%
COC(=O)c1c(N2C(=O)CC(Sc3ccccc3C(=O)O)C2=O)sc2c1CCCC2 (stereo not drawn),5%
O=[N+]([O-])c1ccc(/C=C/C=N/Nc2nc(N3CCOCC3)nc(N3CCOCC3)n2)cc1,2%
O=C(NCCO)c1cc2ccccc2cc1O,14%
# Following part
SMILES,RNase H inhibition
O=C(CSc1nc2sc3c(c2c(=O)[nH]1)CCCC3)NCCCO,0%
CCOC(=O)C1=C(C)NC(=S)NC1c1ccc(OC(=O)c2ccco2)c(OC)c1 (stereo not drawn),18%
CCOc1ccc(OCCCOc2cccc(Cl)c2Cl)cc1,18%
COc1ccc(/C(N)=N/OC(=O)COc2ccccc2)cc1,14%
CCOc1ccc(OCCOCCOc2ccc(Cl)c(CC)c2)cc1,14%
Cc1nonc1OCCn1nnnc1-c1ccccc1,7%
CC1CCCN(Cc2c(O)[nH]c(=S)[nH]c2=O)C1 (stereo not drawn),10%
Cc1cccc(NC(=O)/C(C#N)=C\c2cc(C)n(-c3ccc(C)cc3C)c2C)c1,11%
CCOc1ccccc1NC(=O)C(=O)NCC(C)C,17%
Cc1cc(C)c2oc(-c3ccc(C)c(NC(=O)c4cccc([N+](=O)[O-])c4C)c3)nc2c1,7%
Cc1onc(-c2ccccc2Cl)c1C(=O)N1CCN(c2ccccc2F)CC1,0%
Cc1ccc(S(=O)(=O)Nc2ccc(Cl)c([N+](=O)[O-])c2)cc1,11%
Cc1ccc(/C=N/NC(=O)CN(c2cccc(C(F)(F)F)c2)S(=O)(=O)c2ccccc2)c(C)c1C,16%
CCOC(=O)c1sc(NC(=O)c2c(-c3ccccc3Cl)noc2C)c(C(=O)OCC)c1C,7%
COC(=O)c1ccc(C(=O)OC)c(NC(=O)Cc2ccc(Cl)cc2)c1,11%
Cc1cc2nc(-c3cccc(NC(=O)c4ccccc4F)c3)oc2cc1C,16%
CCC(=O)c1ccc(N2CCN(C(=O)CC)CC2)c(F)c1,2%
Cc1oc2c(c1C(=O)Nc1ccc3c(c1)OCO3)CCCC2,2%
COc1ccc(C2N=C(c3ccccc3)C(C)(C)N2O)cc1OC (stereo not drawn),6%
COc1cccc(OC)c1C(=O)Nc1ccc(-c2ccccc2)cc1,10%
N#CC1=C(Nc2ccc(Cl)cc2)CCC1,0%
COc1ccc(Cl)cc1C(=O)NCCC(C)C,7%
C=C(C)COc1c(Cl)cc(/C=C2\N=C(c3ccccc3F)OC2=O)cc1OC,14%
CCc1ccccc1NC(=O)c1ccc([N+](=O)[O-])cc1Cl,0%
O=C(CN(c1ccc(Br)cc1)S(=O)(=O)c1ccccc1)NCc1ccco1,11%
# (continued)
SMILES,RNase H inhibition
COc1ccc(NC(=O)Nc2nnc(-c3ccccc3SCc3ccc(Cl)cc3)s2)cc1,35%
COc1ccccc1CNC(=O)CN(c1cc(C)ccc1OC)S(C)(=O)=O,0%
CC(=O)c1ccc(NC(=O)COc2ccc([N+](=O)[O-])cc2)cc1,24%
CC(Oc1ccc(Br)cc1)C(=O)N/N=C/c1cccc(Oc2ccccc2)c1 (stereo not drawn),0%
CC(=O)Oc1cccc2ccc(/C=C/c3cn(C(C)=O)nc3-c3ccccc3)nc12,33%
O=C(N/N=C/c1ccccc1O)c1sc2ccccc2c1Cl,16%
CN(CCCC(=O)Nc1ccccc1)S(=O)(=O)c1ccc(Cl)cc1,7%
COc1ccc(/C(C)=N/NC(=O)CCc2c(C)n[nH]c2C)cc1OC,18%
CCCOc1ccc(/C=C2N=C(/C=C/c3ccccc3)OC/2=O)cc1OC,13%
CCOC(=O)c1c(NC(=O)Cc2ccccc2)sc(C)c1C,0%
CC(=O)N(Cc1ccncc1)c1cccc2ccccc12,3%
Clc1cccc(OCCCCN2CCOCC2)c1Cl,55%*
CC(C)(C)c1ccc(-c2nc(-c3ccc(F)cc3)no2)cc1,11%
COc1cc2ccccc2cc1C(=O)NC(=S)Nc1ccc(C)c(Cl)c1,19%
CC(C)Oc1ccc(C(=O)NC(=S)Nc2ccccc2C(F)(F)F)cc1,20%
O=C(Cc1ccc(F)cc1)Nc1cc(Oc2ccccc2)cc([N+](=O)[O-])c1,16%
COc1ccc(C(=O)NN=c2c(=O)c3ccccc3c2=O)cc1,3%
O=C(NCc1ccncc1)c1ccc([N+](=O)[O-])cc1,2%
N/C(Cc1ccc([N+](=O)[O-])cc1)=N\OC(=O)c1ccc([N+](=O)[O-])cc1,6%
CCN(CC)CCCOc1cccc(C)c1,17%
COc1ccc(C2C(C#N)=C(N)Oc3cc(O)c(C=Nc4ccccc4I)cc32)cc1 (stereo not drawn),20%
COc1ccc(C2(CNC(=O)CC(c3ccccc3)c3ccccc3O)CCOCC2)cc1OC (stereo not drawn),6%
CCCC(=O)Nc1ccc(NC(=O)c2cc(I)ccc2Cl)cc1,7%
CCCCCOC(=O)C1=C(C)NC2=C(C(=O)CCC2)C1c1cccc(O)c1 (stereo not drawn),8%
CCC(CC)NC(=O)c1ccc(Cl)cc1Cl,6%

# Two of the compounds above, tab-delimited:
mol	RNase H inhibition
COc1ccc(NC(=O)Nc2nnc(-c3ccccc3SCc3ccc(Cl)cc3)s2)cc1	35%
COc1ccccc1CNC(=O)CN(c1cc(C)ccc1OC)S(C)(=O)=O	0%

# Continued:
SMILES,RNase H inhibition
COC(=O)c1c(NC(=O)Cc2ccccc2)sc2c1C(C(=O)OC)CC2 (stereo not drawn),40%
COc1ccc(NC(=O)ON=C2c3ccccc3-c3ccccc32)cc1,49%
CCSCCOC(=O)C1=C(C)N(C)C(=O)NC1c1ccccc1[N+](=O)[O-] (stereo not drawn),0%
COC(=O)c1ccc(NC(=O)COc2ccc(C)cc2Br)cc1,8%
Cc1sc2nc(SC3C=CCCC3)[nH]c(=O)c2c1C (stereo not drawn),6%
CC(C)OP(=O)(OC(C)C)C(Nc1ccc2ccccc2c1)c1ccccc1 (stereo not drawn),21%
N=C1/C(=C/c2ccccc2OCCOc2ccccc2)C(=O)N=C2SC(c3ccccc3)=NN12,7%
O=[N+]([O-])c1ccc(C=NN2CCN(Cc3ccccc3)CC2)cc1,10%
CCc1nnc(NS(=O)(=O)c2ccc(NC(=O)c3cc4ccccc4cc3OC)cc2)s1,4%
COc1cc(NC(=O)c2ccccc2Br)ccc1NC(=O)c1cc2ccccc2o1,27%
COc1ccc(C2C(C(=O)OCC3CCCO3)=C(C)NC3=C2C(=O)CC(C)(C)C3)cc1OC (stereo not drawn),1%
Cc1ccc(Cl)cc1NC(=O)c1c(F)c(F)c(F)c(F)c1F,0%
Cc1nc2cc(-c3cccc(Cl)c3)[nH]n2c(=O)c1C,6%
CCOC(=O)c1c(NC(=O)c2ccco2)sc(C(=O)N(CC)CC)c1C,4%
O=C1NN(c2ccccc2)C(=O)/C1=C\c1cccc(I)c1,12%
COc1cc(/C=N/NC(=O)COc2c(Br)cc(Br)cc2Br)ccc1OCc1ccccc1,28%
C/C(Cn1nnc([N+](=O)[O-])n1)=N\NC(=O)c1ccc(Cl)c(Cl)c1,13%
O=C(Nc1ccc2c(c1)OCO2)c1ccc(F)cc1,0%
O=C1CSC(c2cccc([N+](=O)[O-])c2)N1c1ccccc1 (stereo not drawn),15%
O=C(O)c1ncc(-c2ccccc2)cn1,0%
COc1c(Cl)cc(Cl)cc1/C=N/N=C1/NC(=O)CS1,6%
C(=N/Nc1nc(-c2ccccc2)cs1)/c1cccc(OCc2ccccc2)c1,1%
Cc1ccc([N+](=O)[O-])cc1-c1ccc(/C=C(\C#N)c2[nH]nc(N)c2C#N)o1,11%
Cc1ccccc1OCCSc1nc2ccc(Br)cc2[nH]1,14%
C[n+]1ccc(C(=O)N/N=C/c2ccc(Br)cc2)cc1,3%
# The list goes on.
SMILES,RNase H inhibition
CC(=O)NS(=O)(=O)c1ccc(N/C(N)=N\c2nc(C)cc(C)n2)cc1,11%
COc1ccc(-c2cn3c4ccccc4n(N)c3n2)cc1,4%
O=C(Nc1cccc([N+](=O)[O-])c1)C1C(c2ccccc2)C1(Cl)Cl (stereo not drawn),10%
O=C1N=c2ccccc2=C/C1=C\c1c(O)n(-c2ccccc2)[nH]c1=O,27%
COC(=O)C1=C(C)N=c2s/c(=C/c3ccco3)c(=O)n2C1c1ccc(OC)cc1 (stereo not drawn),7%
O=C(Nc1ccccc1Cl)C(Cc1ccccc1)N1C(=O)c2ccccc2C1=O (stereo not drawn),7%
Cc1cc(C)c(S(=O)(=O)Nc2ccc(Cl)cc2)c(C)c1,9%
COc1ccc(C2C(C(C)=O)=C(O)C(=O)N2c2cccc(C(=O)O)c2)cc1OC (stereo not drawn),5%
CCCCOc1ccc(CC(=N)N)cc1Cl,9%
Cc1ccc2nc(NNC(=O)CCC(=O)O)nc(-c3ccccc3)c2c1,15%
C/C(=N\NC(=O)COc1ccc(Cl)cc1Cl)c1cccnc1,16%
Cc1ccc(C)c(S(=O)(=O)Oc2c(Br)cc(Br)cc2Br)c1,2%
Oc1ccccc1-c1cc(-c2ccc(Br)cc2)nc(N/N=C/c2ccccc2)n1,23%
CCc1nnc(NC(=O)C(CC)Oc2ccccc2)s1 (stereo not drawn),2%
COc1ccc(S(=O)(=O)Oc2ccc(C=C3C(=O)NC(=O)NC3=O)cc2)cc1,6%
CCOCCOC(=O)c1ccc(NC(=O)c2cccc(Br)c2)cc1,4%
CCOc1ccccc1/C=N/NC(=O)c1ccccc1I,4%
CCCCOC(=O)c1cccc(NC(=O)c2cccc(Br)c2)c1,21%
Cc1ccc(O)c(N=Cc2ccc(-c3ccc(Cl)cc3Cl)o2)c1,36%
Oc1ccccc1/C=N/n1c(-c2ccccc2)n[nH]c1=S,11%
CC1=NN(c2ccccc2)C(=O)C1/C=C1\C(=O)NC(=O)N(c2ccc3c(c2)OCO3)C1=O (stereo not drawn),8%
O=C(Nc1ccc(Br)cc1F)c1ccc(-c2cccc([N+](=O)[O-])c2)o1,23%
O=[N+]([O-])c1ccc(C=NCC2OCCc3ccccc32)cc1 (stereo not drawn),14%
CC(=O)C1=C(O)C(=O)N(CCCC(=O)O)C1c1cccc([N+](=O)[O-])c1 (stereo not drawn),0%
Nc1nnc(SCC(=O)N2CCc3ccccc3C2)s1,6%
Cc1ccccc1C(=O)NC(=S)Nc1ccc2oc(-c3cccc(F)c3)nc2c1,1%
O=C(Nc1cccc(F)c1)Nc1ccc(Cl)c(Cl)c1,7%
CSc1ccc(/C=N/NC(=O)Cc2ccc(Cl)cc2)cc1,0%

# For reference, some entries already given.
SMILES,RNase H inhibition
CCCCOc1ccc(CC(=N)N)cc1Cl,9%
Cc1ccc2nc(NNC(=O)CCC(=O)O)nc(-c3ccccc3)c2c1,15%
C/C(=N\NC(=O)COc1ccc(Cl)cc1Cl)c1cccnc1,16%
Cc1ccc(C)c(S(=O)(=O)Oc2c(Br)cc(Br)cc2Br)c1,2%
Oc1ccccc1-c1cc(-c2ccc(Br)cc2)nc(N/N=C/c2ccccc2)n1,23%
CCc1nnc(NC(=O)C(CC)Oc2ccccc2)s1 (stereo not drawn),2%
COc1ccc(S(=O)(=O)Oc2ccc(C=C3C(=O)NC(=O)NC3=O)cc2)cc1,6%
CCOCCOC(=O)c1ccc(NC(=O)c2cccc(Br)c2)cc1,4%
CCOc1ccccc1/C=N/NC(=O)c1ccccc1I,4%
CCCCOC(=O)c1cccc(NC(=O)c2cccc(Br)c2)c1,21%
Cc1ccc(O)c(N=Cc2ccc(-c3ccc(Cl)cc3Cl)o2)c1,36%
Oc1ccccc1/C=N/n1c(-c2ccccc2)n[nH]c1=S,11%
CC1=NN(c2ccccc2)C(=O)C1/C=C1\C(=O)NC(=O)N(c2ccc3c(c2)OCO3)C1=O (stereo not drawn),8%
O=C(Nc1ccc(Br)cc1F)c1ccc(-c2cccc([N+](=O)[O-])c2)o1,23%
O=[N+]([O-])c1ccc(C=NCC2OCCc3ccccc32)cc1 (stereo not drawn),14%
CC(=O)C1=C(O)C(=O)N(CCCC(=O)O)C1c1cccc([N+](=O)[O-])c1 (stereo not drawn),0%
Nc1nnc(SCC(=O)N2CCc3ccccc3C2)s1,6%
Cc1ccccc1C(=O)NC(=S)Nc1ccc2oc(-c3cccc(F)c3)nc2c1,1%
O=C(Nc1cccc(F)c1)Nc1ccc(Cl)c(Cl)c1,7%
CSc1ccc(/C=N/NC(=O)Cc2ccc(Cl)cc2)cc1,0%
